# GAA glycogen: GAA glycogen-cleavage inhibition or activation | P10253 | recombinant GAA, glycogen substrate, Amplex Red glucose oxidase fluorescence | Potency, µM (series often up to 76.4 µM), inactives show at the top dose activity change, negative = inhibition, usual class: inhibitors | hit rate 0.38% among 300,000 | AID 2100;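 note: 0% = full enzyme reaction and -100% = no-enzyme basal signal; the screen sought inhibitors and activators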
#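 Recombinant enzyme (4 nM final) with compounds titrated up to 77 uM and bovine liver glycogen (30 ug) in citrate pH 5.0, 0.01% Tween-20, 37 C 40 min. Released glucose detected by Amplex Red/glucose oxidase (Ex 573/Em 610); AC50 from Hill fits.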
# Epigenetic reg: epigenetic control regulation, reporter derepression | murine LDR cells, GFP reporter derepression, 30 h | Potency, µM (titrated, usually from 53.9 µM), for inactives: at the top dose GFP activation, actives largely listed as activators | AID 1865 | hit rate 0.2% among 280,000; note: % of control where 0% means no effect; nearly all actives have a fitted effect of over 60% in size
#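 Readout is the number of GFP-expressing murine LDR cells, counted by cytometry following washing. Cells were treated with compound for 30 h at 37 C; the stably integrated CMV-GFP locus is normally silent.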
# ALDH1A1 block: ALDH1A1 (human) enzyme inhibition; P00352; Purified ALDH1A1, NADH fluorescence, propionaldehyde substrate; Potency, µM (top dose mostly 75.3 µM), without a hit: top-dose activity, negative = inhibition, most hits filed as inhibitors; hit rate 7.3% among 220,000; AID 1030; active = well fitted inhibition curve with a large enough effect, not every such curve was filed as active; inconclusive = small, poorly fitted or top-dose-only effect, or another doubt; inactive = no such curve, though single readings can be large or run the other way;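 note: plate controls were no enzyme wells and a reference inhibitor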
# GAA spleen mod: lysosomal alpha-glucosidase (human) modulation; Potency, µM (highest dose often 79.9 µM), for the others: at the top dose activity change, negative = inhibition, most hits filed as inhibitors; human spleen homogenate, 4-MU-alpha-glucoside fluorescence; P10253; hit rate 0.006% among 240,000;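 note: 0% = enzyme with vehicle and -100% = no enzyme basal signal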
#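 Human spleen homogenate (1 ug) incubated with compounds and 1 mM 4-methylumbelliferyl-alpha-D-glucopyranoside in pH 5.0 citrate/phosphate buffer, 37 C, 40 min. Stopped at pH 10; 4-MU fluorescence (Ex 365/Em 440 nm); AC50 by Hill fit.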
# Tau fluor cs: counter-screen for tau fibril formation inhibitors | tau K18 P301L (four-repeat tau fragment) Alexa594 fluorescence, heparin fibrillization | Potency, µM (series often up to 57.7 µM), without a hit: at the highest dose activity change, negative = decrease | hit rate 0.93% among 280,000 | AID 1463; note: % is set by controls: 0 for no effect and ±100 for the full control effect; nearly all actives have a fitted effect of over 55% in size
#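 Human K18 P301L tau (15 uM unlabeled plus 0.24 uM Alexa 594-labeled, final) in 100 mM sodium acetate pH 7 was mixed with compound and 20 uM heparin and incubated 6 hr at 37 C.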
# GAA inh: inhibitors of human lysosomal alpha-glucosidase | P10253 | purified human GAA, 4-MU-alpha-glucoside fluorescence | Potency, µM (highest dose often 76.9 µM), inactives show at the top dose activity change, negative = inhibition, actives largely listed as inhibitors | hit rate 0.005% among 200,000;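 note: plate controls were uninhibited enzyme wells for no effect and no-enzyme background for full effect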
#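 Human enzyme at 4 nM with 400 uM 4-methylumbelliferyl-alpha-D-pyranoside, citrate/phosphate buffer pH 5.0, 0.005% Tween-20, 20 min at room temperature. Compounds up to 77 uM. 4-MU fluorescence (Ex 365/Em 440) read after NaOH/glycine stop; AC50 from Hill fit.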
# aGal spleen mod: inhibits or activates alpha-galactosidase in human spleen homogenate | human spleen homogenate, 4MU-alpha-Gal fluorescence, 40 min | Potency, µM (top dose mostly 80 µM), inactives show at the top dose activity change, negative = inhibition, hits mostly inhibitors | hit rate 0.008% among 240,000 | AID 2107;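 note: 0% = enzyme with vehicle and -100% = no enzyme basal signal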
# Target sequence (P06280 32-429 limits assumed): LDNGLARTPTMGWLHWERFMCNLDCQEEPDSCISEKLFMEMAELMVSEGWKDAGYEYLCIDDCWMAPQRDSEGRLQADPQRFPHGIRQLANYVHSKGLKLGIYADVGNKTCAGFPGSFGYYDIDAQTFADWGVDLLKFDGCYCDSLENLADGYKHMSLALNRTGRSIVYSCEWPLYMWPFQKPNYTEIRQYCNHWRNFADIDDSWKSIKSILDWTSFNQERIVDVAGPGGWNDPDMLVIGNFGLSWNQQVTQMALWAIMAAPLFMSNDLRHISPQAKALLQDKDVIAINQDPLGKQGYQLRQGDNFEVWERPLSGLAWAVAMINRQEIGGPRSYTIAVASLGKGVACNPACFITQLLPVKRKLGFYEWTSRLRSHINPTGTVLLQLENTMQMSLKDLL
#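 Human spleen homogenate (1 ug) as enzyme source, 4-methylumbelliferyl-alpha-D-galactopyranoside 1 mM final, citrate/phosphate pH 5.0 with 0.01% Tween-20. Compounds 40 min at 37C, NaOH/glycine stop; fluorescence Ex 365/Em 440, Hill-fit AC50.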
# NPSR antagonist: blocks cAMP signaling of the human neuropeptide S receptor; AID 1461; hit rate 1% among 220,000; CHO-NPSR cells, cAMP TR-FRET, antagonist mode; Potency, µM (highest dose often 38.3 µM), for inactives: at the top dose activity change, negative = inhibition, hits mostly inhibitors; note: % is set by controls: 0 for no effect and ±100 for the full control effect; nearly all actives have a fitted effect of over 50% in size; many of its hits are not listed in these tables
# Target sequence (Q6W5P4 whole entry, looked up): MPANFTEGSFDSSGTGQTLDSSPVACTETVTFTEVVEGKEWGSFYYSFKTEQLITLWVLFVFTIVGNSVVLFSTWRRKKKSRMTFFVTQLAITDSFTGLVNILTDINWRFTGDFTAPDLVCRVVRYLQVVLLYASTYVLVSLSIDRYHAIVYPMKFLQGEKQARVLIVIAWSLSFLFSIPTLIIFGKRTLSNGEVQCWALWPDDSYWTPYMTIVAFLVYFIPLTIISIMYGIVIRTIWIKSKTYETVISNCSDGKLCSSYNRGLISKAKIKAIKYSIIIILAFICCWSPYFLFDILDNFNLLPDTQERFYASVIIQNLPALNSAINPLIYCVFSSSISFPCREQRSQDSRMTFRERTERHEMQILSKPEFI
# * hit, by the source's call; ? = inconclusive; nt = not tested or not shown; & = joins results of further samples; [ ] = another dose, or the depositor's remark. Unless noted, calls come from the whole dose curve; as a rule, active = well fitted curve in the direction sought with a large enough effect; inconclusive = small, poorly fitted or top-dose-only effect, or another doubt; inactive = no such curve, though single readings can be large; an effect the other way counts as inactive or inconclusive. Potency is the fitted concentration of half-maximal effect. This is a subset; count on the stated rates, not on these rows.
# Values run as follows: GAA glycogen, Epigenetic reg, ALDH1A1 block, GAA spleen mod, Tau fluor cs, GAA inh, aGal spleen mod, NPSR antagonist
(1) CCOC(=O)CSc1nc2ccccc2c(=O)n1CCC(=O)NCCc1ccc(OC)c(OC)c1
    9%, 0.7%, ?, -2%, -11%, 10%, 2%, 11%[46.1 µM]
(2) Cc1ccc(OC(=O)C(C)c2cccc(C(=O)c3ccccc3)c2)cc1 (stereo unspecified)
    -5%, 0.2%, -1%, -1%, -10%, 1%, -2%, -7%[46.1 µM]
(3) COc1ccc(CCN2C(=O)/C(=C\c3ccco3)SC2=S)cc1OC
    20%, 14%, ?, -3%, ?, -6%, 6%, -14%
(4) O=c1c(F)cn(C2CCCO2)c(=O)n1Cc1ccccc1F (stereo unspecified)
    1%, 2.2%, 2%, -4%, 2%, -3%, -19%, -2%[46.1 µM]
(5) COc1ccc(C2/C=C\CN(C(=O)OCC3c4ccccc4-c4ccccc43)CC(=O)N2Cc2cccc(F)c2)cc1 (stereo unspecified)
    nt, -1.0%[40.7 µM], -6%[50.4 µM], -8%, -15%, nt, 5%, nt
(6) CN(C)c1ccc(-c2ccc([C@H]3[C@@H]4C=CCC[C@@]4(C)C(=O)N3Cc3ccccc3)c(F)c2)cc1
    -4%, -1.7%, nt, 1%, -8%, nt, 2%, -51%
(7) O=S(=O)(c1ccc(Cl)nc1)N1CCN(c2ncccn2)CC1
    0%, -2.1%, nt, 14%, 8%, nt, 12%, -7%
(8) Cc1cnn(C(=O)c2oc3ccccc3c2C)c1
    7%, 0.0%, 5%, 4%, 3%, 0%, 4%, -2%[46.1 µM]
(9) CCS(=O)(=O)N1CCC(C(=O)NCc2ccc(OC)cc2)CC1
    1%, 5.3%, -10%, -8%, -14%, -1%, 4%, 16%
(10) CC1C/C(=N/Nc2nc3ccccc3[nH]2)CC(C)(C)C1 (stereo unspecified)
    -2%, -1.9%, ?, 3%, ?, -2%, -7%, -31%
(11) CCOc1ccc(S(=O)(=O)Nc2cc(S(=O)(=O)N(CC)CC)ccc2N2CCCC2)cc1
    -4%, 0.0%, 0.79µM*, 1%, -16%, -5%, -2%, -33%
(12) O=S(=O)(NC1CCCCC1)c1ccc(Cl)s1
    11%, 1.2%, ?, -8%, -8%, ?, -7%, -14%[46.1 µM]
(13) COc1cc(-c2cc(OC)c3c(C)oc(C)c3c(=O)c2)ccc1O
    ?, 0.0%, -10%, -9%, ?, -8%, -17%, ?
(14) COc1ccc(-c2nn(-c3ccccc3)cc2/C=N/n2cnnc2)cc1OC
    -19%, 0.9%, -4%, -2%, -16%, 1%, 1%, -15%[46.1 µM]
(15) Cc1nc(N)sc1N=Nc1ccc(Br)cc1
    -20%, -7.0%, 1%, -6%, 16µM*[quencher], -13%, -3%, -7%[46.1 µM]
(16) OCCCc1nc2ccccc2n1CCOc1ccccc1
    0%, -1.3%, 8%, 7%, -3%, -3%, 4%, 10%[46.1 µM]
(17) O=C(CN1CCSCC1)N1CCc2[nH]c3ccc(Br)cc3c2C1
    3%, 0.0%, 15µM*, -3%, ?, 1%, 1%, -4%[46.1 µM]
(18) O=C(CC1C(=O)NCCN1Cc1ccc(F)cc1)NCCCn1cccn1 (stereo unspecified)
    -1%, 0.9%, -4%, -3%, 2%, 12%, 5%, 6%
(19) CCc1cc2c(=O)c(-c3nc(C)cs3)c(CCCC(=O)O)oc2cc1O
    3%, 3.0%, -11%, 6%, -7%, ?, 9%, 6%
(20) CCOC(=O)c1cc(-c2ccc(C)o2)n[nH]1
    0%, 1.2%, -11%, 3%, 6%, 0%, 10%, -4%[46.1 µM]
(21) N#C/C(=N\Nc1ccc(S(=O)(=O)N2CCCCCC2)cc1)C(N)=S
    10%, -1.1%, 8.9µM*, 2%, -19%, -32%, -3%, -33%
(22) CC(C)(C)S(=O)(=O)c1cnc(N2CCCC2)nc1N
    5%, -0.3%, nt, 3%, -17%, nt, -1%, -8%[7.67 µM]
(23) Cc1cc(C)n(-c2nc3ccccc3nc2N2CCN(C(=O)c3ccc(F)cc3)CC2)n1
    -1%, -1.1%, -3%, -6%, -3%, 3%, 1%, -22%[46.1 µM]
(24) O=c1c2ccccc2c(C=NC2CCS(=O)(=O)C2)c(O)n1-c1ccccc1 (stereo unspecified)
    -3%, -1.3%, 18µM*, 2%, -6%, -2%, -3%, -5%[46.1 µM]
(25) O=S1(=O)N=C(N2CCc3ccccc3C2)c2ccccc21
    -1%, 1.2%, -13%, -2%, -4%, -1%, -2%, -11%[7.67 µM]
(26) Cc1occc1C(=O)N1CCN(c2ccccc2)CC1
    10%, -7.3%, 5%, -4%, 2%, -2%, -8%, 8%
(27) CCOc1ccc(S(=O)(=O)NCCC(=O)NC2=NCCS2)cc1
    6%, -0.8%, -3%, -2%, 0%, 2%, 1%, -2%[46.1 µM]
(28) COC(=O)[C@H](Cc1ccccc1)NC(=O)NCCC1=CCCCC1
    -2%, -0.2%, 12%, -6%, -16%, 1%, -4%, -17%[46.1 µM]
(29) O=C(Nc1c(C(=O)N2CCCC2)cnn1-c1ccccc1)c1cccc(F)c1
    0%, -2.0%, ?, 0%, 4%, 2%, 3%, -1%[46.1 µM]
(30) Cc1nc(-c2ccccn2)sc1C(=O)Nc1ccc(Cl)c(Cl)c1
    4%, 1.3%, ?, -16%, ?, -6%, -21%, -26%[46.1 µM]
(31) CC(=O)C(Sc1ccc2nnc(-c3cccnc3)n2n1)C(C)=O
    -3%, 2.1%, 4%, -1%, -3%, -2%, -1%, -18%
(32) CCCc1cc(SCC(=O)Nc2c(C)n(C)n(-c3ccccc3)c2=O)n2c(nc3ccccc32)c1C#N
    7%, -1.0%, 6%, 1%, -9%, -3%, -6%, 10%[46.1 µM]
(33) O=[N+]([O-])/C=C/c1cn(Cc2ccc(Cl)cc2)c2ccccc12
    11%, 0.9%, ?, -13%, -14%, -6%, -8%, ?
(34) CCCCn1c(N)c(S(=O)(=O)c2ccc(C)cc2)c2nc3ccccc3nc21
    1%, 0.0%, ?, 12%, ?, ?, ?, -34%
(35) O=C(CSc1cnc2ccccc2n1)c1ccc(F)cc1
    -3%, -0.9%, 25µM*, -1%, -15%, 2%, -9%, -27%
(36) CCc1n[nH]c(=S)n1/N=C/c1cc(Br)c(OC)cc1OC
    -1%, -1.9%, 11%, 4%, -17%, ?, 15%, 1%
(37) CCn1ncc(Cl)c1C(=O)NC(=S)Nc1c(C)cc(C)cc1[N+](=O)[O-]
    0%, 0.9%, ?, 0%, -25%, -10%, 2%, -25%
(38) CCN(CC)c1ccc(/C=N/NC(=O)c2cnccn2)c(O)c1
    -4%, 1.0%, nt, -18%, -24%, nt, -14%, 5%
(39) Cc1c(C(=O)Nc2cccc(Cl)c2)cn2c(nc3ccccc32)c1C#N
    -1%, ?, -9%, -1%, -7%, 8%, 0%, -16%
(40) CCn1c(SCc2nc3ccccc3[nH]2)nnc1-c1ccccc1OC
    -2%, 0.9%, 3%, -1%, 2%, -1%, -1%, 2%[46.1 µM]
(41) COc1ccc2c(c1)[nH]c1c(=O)n(CCC3=CCCCC3)cnc12
    0%, -1.0%, ?, 11%, -15%, -4%, 4%, -15%[46.1 µM]
(42) CCN(CC)CCOC(=O)C1(C2CCCCC2)CCCCC1
    -1%, -1.1%, 3%, 7%, -2%&-3%&-4%, -2%[15.4 µM], 12%, ?
(43) Cc1ccc([N+](=O)[O-])c(C(=O)N/N=C/c2cccs2)c1
    -4%, -1.0%, nt, 2%, nt, nt, 2%, 7%
(44) COc1ccc(Cn2c(=O)cc(C)[nH]c2=S)cc1
    16%, 0.0%, -1%, -6%, -14%, -1%, -7%, -16%
(45) CN(C)c1ccc(-c2nc3cnccn3c2Nc2ccc3c(c2)OCCO3)cc1
    ?, 1.7%, nt, 4%, ?, nt, -2%, -15%
(46) COc1ccc(/C=N\N=C2/SC(CC(=O)O)C(=O)N2c2ccc(O)cc2)cc1OC (stereo unspecified)
    3%, 0.0%, ?, 1%, -6%, -4%, 7%, -6%[46.1 µM]
(47) Nc1nc(-c2cc3ccccc3o2)cs1
    2%, -0.9%, nt, -2%, -25%, nt, 6%, 6%
(48) COc1cccc(C(=O)CSc2nnc(-c3ccco3)n2CC2CCCO2)c1 (stereo unspecified)
    2%, -1.0%, 5%, -9%, 4%, 5%, -2%, -25%[46.1 µM]
(49) CCC(C)NC(=O)CN(c1cc(C)cc(C)c1)S(=O)(=O)c1c(C)[nH]c(=O)[nH]c1=O (stereo unspecified)
    7%, 1.1%, nt, -2%, 5%, nt, -6%, -1%
(50) Cc1ccc(C(=O)C2(C)C3c4cc(Br)ccc4OC(=O)C32C(=O)c2ccco2)cc1 (stereo unspecified)
    5%, -2.2%, -4%, -4%, -22%, -11%, 11%, -25%[46.1 µM]

# The list continues.
# Values run as follows: GAA glycogen, Epigenetic reg, ALDH1A1 block, GAA spleen mod, Tau fluor cs, GAA inh, aGal spleen mod, NPSR antagonist
(51) CCn1c(SCC(=O)c2ccc(OC)cc2)nnc1C(C)NC(=O)c1ccc(OC)cc1 (stereo unspecified)
    5%, 1.8%, 12µM*, 5%, 3%, 1%, 4%, 2%[46.1 µM]
(52) Cc1ccc[n+](-c2nc([O-])sc2/C=N/Nc2ccc([N+](=O)[O-])cc2)c1
    ?, 1.1%, nt, 1%, -24%, nt, 3%, -29%
(53) CCOC(=O)N1CCC(NC(=O)C2CCCN(S(=O)(=O)c3ccc4c(c3)oc(=O)n4C)C2)CC1 (stereo unspecified)
    -9%, -1.0%, 1%, 0%, -5%, ?, -4%, -4%[46.1 µM]
(54) c1ccc2c(c1)SCc1nnc(-c3ccncc3)n1-2
    5%, -1.0%, nt, 3%, 7%, nt, -1%, -4%
(55) CCC(=O)NCCn1c(C)cc2ccccc21
    -17%, 0.0%, 4%, -4%, -7%, 3%, -5%, -6%[46.1 µM]
(56) Cc1ccc(C)c(NS(=O)(=O)c2ccc(OCC(=O)NCC3CCCO3)cc2)c1 (stereo unspecified)
    4%, -0.6%, ?, -4%, -2%, -4%, -10%, -6%
